NSD2 HMT inh: NSD2 (human) methyltransferase inhibition; 0.54% of 310,000 active; NSD2 peptide methylation, AlphaScreen, 120 min; AID 743445; O96028; inhibition, % at 12.5 µM; in the data active = inhibition above about 50%
Wnt act: activators of Wnt/beta-catenin signaling; activation, % at 9.35 µM; 1.2% of 300,000 active; Wnt/beta-catenin reporter cell assay, activator, plate reader; AID 743398; in the data active = activation above about 30%, passing the limit was not always enough;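 also: 0% = neutral control wells and 100% = positive control wells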
* hit, by the source's call.

nr | Structure | NSD2 HMT inh | Wnt act
1 | CCc1nc2c(OCCn3cccc3)cccn2c1N(C)C(=O)c1ccco1 | 2.0 | -0.2
2 | Cc1cccc(C)c1NC(=O)Nc1nc(C(N)c2ccccc2Cl)cs1 (centres undefined) | -0.8 | -1.3
3 | COC1=CC(=O)OC(c2ccccc2C(F)(F)F)C1 (centres undefined) | -2.6 | 0.2
4 | CN(C)c1ccc(-c2cccc3nccn23)cc1 | 6.9 | 0.2
5 | Cc1ccc(C(O)c2ncc(-c3ccc4ccccc4c3)[nH]2)cc1F (centres undefined) | 26.3 | -0.3
6 | CCOc1ccc2[nH]c3c(N4CCC5(CC4)OCCO5)ncnc3c2c1 | 1.2 | -7.3
7 | Clc1cccc(CNc2ccn3nc(-c4cccc(Cl)c4)cc3n2)c1 | 10.0 | -3.3
8 | O=C(Nc1cccc2ccccc12)c1ccc2sc([C@H]3C[C@H](O)[C@@H](CO)O3)nc2c1 | -1.0 | -3.3
9 | COc1cccc(C(C)(O)c2nc(-c3cccc(C(C)C)c3)cs2)c1 (centres undefined) | -2.1 | -1.1
10 | CC1(C(=O)Nc2cccc3cccnc23)CCN1C(=O)CC1CC1 (centres undefined) | 2.7 | -1.8
11 | CC(C)(C)N1C(=O)c2ccccc2NC(=O)C1C(=O)NCCOc1ccccc1 (centres undefined) | -2.3 | 0.2
12 | OC(c1ccc(F)cc1)c1nc(-c2ccccc2)cs1 (centres undefined) | -0.9 | -2.7
13 | CC1(C(=O)NCc2cccnc2)CCN1C(=O)c1cccc(F)c1 (centres undefined) | 0.8 | -0.1
14 | COCCCNC(=O)c1csc([C@@H]2O[C@H](CO)[C@H](O)[C@H](O)[C@H]2O)n1 | -8.2 | 0.0
15 | CN(Cc1ccccc1)C(=O)c1ccc(Nc2nc(C(N)Cc3ccc(C(F)(F)F)cc3)cs2)nc1 (centres undefined) | -2.4 | -24.2
16 | COc1ccc(-c2ccc(C(=O)N3CCN(C)CC3)c3occc23)c(C)c1 | 6.9 | -0.9
17 | CCNC(=O)C1(C)CCN(C(=O)c2c(F)cccc2F)C1 (centres undefined) | 0.1 | 2.5
18 | CCCS(=O)(=O)NC(=O)C1(C)CCN(C(=O)c2cc(C)nn2C(C)(C)C)C1 (centres undefined) | 5.5 | -1.0
19 | OC(c1ccc(F)cc1)c1nc(-c2cccc(F)c2)cs1 (centres undefined) | -8.5 | -2.8
20 | COc1ccccc1-c1csc(C(C)(NC(C)=O)c2ccccc2)n1 (centres undefined) | 0.0 | -3.0

An excerpt of these results, in transposed form:
#19 OC(c1ccc(F)cc1)c1nc(-c2cccc(F)c2)cs1 (centres undefined)
#20 COc1ccccc1-c1csc(C(C)(NC(C)=O)c2ccccc2)n1 (centres undefined)
#15 CN(Cc1ccccc1)C(=O)c1ccc(Nc2nc(C(N)Cc3ccc(C(F)(F)F)cc3)cs2)nc1 (centres undefined)
#5 Cc1ccc(C(O)c2ncc(-c3ccc4ccccc4c3)[nH]2)cc1F (centres undefined)
#2 Cc1cccc(C)c1NC(=O)Nc1nc(C(N)c2ccccc2Cl)cs1 (centres undefined)

Compound | 19 | 20 | 15 | 5 | 2
NSD2 HMT inh | -8.5 | 0.0 | -2.4 | 26.3 | -0.8
Wnt act | -2.8 | -3.0 | -24.2 | -0.3 | -1.3

Part of the list above, with one line to a screen.
3	COC1=CC(=O)OC(c2ccccc2C(F)(F)F)C1 (centres undefined)
4	CN(C)c1ccc(-c2cccc3nccn23)cc1
5	Cc1ccc(C(O)c2ncc(-c3ccc4ccccc4c3)[nH]2)cc1F (centres undefined)
6	CCOc1ccc2[nH]c3c(N4CCC5(CC4)OCCO5)ncnc3c2c1
7	Clc1cccc(CNc2ccn3nc(-c4cccc(Cl)c4)cc3n2)c1

| Compound | 3 | 4 | 5 | 6 | 7 |
| --- | --- | --- | --- | --- | --- |
| NSD2 HMT inh | -2.6 | 6.9 | 26.3 | 1.2 | 10.0 |
| Wnt act | 0.2 | 0.2 | -0.3 | -7.3 | -3.3 |

New compounds follow:
nr | Structure | NSD2 HMT inh | Wnt act
21 | CC(=O)c1cccc(-c2ccnc3c2CC(C(=O)Nc2cccc(N(C)C)c2)O3)c1 (centres undefined) | 5.9 | -0.3
22 | NS(=O)(=O)c1ccc(CCNc2nn3c(-c4ccc(F)c(Cl)c4)cnc3s2)cc1 | -1.5 | -6.2
23 | Cc1noc(C)c1-c1ccc(C(=O)NCc2ccco2)c2occc12 | 0.1 | 14.1
24 | CCCNC(=O)C1(C)CCN(C(=O)/C=C/c2ccccc2)C1 (centres undefined) | -0.7 | -3.3
25 | O=C(NCc1ccc(F)cc1)c1cc(C2CCCCN2C(=O)c2ccc3c(c2)CCO3)on1 (centres undefined) | 0.2 | -1.0
26 | COc1cccc(C(NC(C)=O)c2nc(-c3ccc(OC)nc3)cs2)c1 (centres undefined) | 0.6 | -3.4
27 | CC(=O)NC(C)(c1ccccc1)c1nc(-c2csc3ccccc23)cs1 (centres undefined) | 1.1 | 2.7
28 | COc1cccc(Nc2nc(C(N)c3ccccc3Cl)cs2)n1 (centres undefined) | 1.8 | -4.3
29 | COc1ccc(C(=O)N/C(=C/c2cccs2)C(=O)N2CCN(C)CC2)cc1 | 3.6 | -2.2
30 | NS(=O)(=O)c1ccc(CCNc2ccn3nc(-c4ccccc4)cc3n2)cc1 | -0.8 | 0.1
31 | OCCCNc1ncnc2c1ncn2[C@H]1CN(Cc2cccs2)C[C@@H](CO)O1 | -1.9 | -1.6
32 | Cc1ccsc1-c1cc2nc(NCCCN(C)C)n(C)c(=O)c2s1 | 0.5 | 4.7
33 | COCCNc1nc2cc(-c3ccc(F)cc3)sc2c(=O)n1C | -0.6 | 6.3
34 | COc1cccc(C(NC(C)=O)c2nc(-c3cccc(C#N)c3)cs2)c1 (centres undefined) | 0.3 | -7.4
35 | COC(=O)[C@@]12C[C@@H](CC(=O)N3CCC(c4ccccc4)CC3)C(=O)N(Cc3ccc4c(c3)OCO4)C1=CCC(C)(C)C2 | -0.8 | -1.6
36 | O=C(Nc1ccc2c(c1)OCO2)c1cc(C2CCCCN2C(=O)c2ccc3ccccc3c2)on1 (centres undefined) | 12.0 | -1.2
37 | CN(C)Cc1csc(NC(=O)Nc2ccccc2C(C)(C)C)n1 | 2.0 | 1.0
38 | O=C(NCCc1ccccc1)c1ccccc1NC(=O)C1CCCCC1C(=O)O (centres undefined) | -4.0 | 12.7
39 | COc1ccc(CNC(=O)Nc2nc(C(N)Cc3ccc(C(F)(F)F)cc3)cs2)cc1 (centres undefined) | 10.8 | -4.9
40 | COc1cccc(COC(=O)C2CC(=O)N(Cc3ccccc3)C2)c1OC (centres undefined) | -2.2 | -2.3
41 | CC(=O)Cn1cnc2c(cnn2-c2ccc(F)cc2)c1=O | 1.6 | -3.1
42 | COc1ccc(OCCN2CCC(C(=O)NC(c3ccsc3)c3ccccc3C)CC2)cc1 (centres undefined) | 0.0 | 3.4
43 | Cc1nnc(N2C(=O)C(=O)/C(=C(/O)c3ccc4c(c3)OCCO4)C2c2cccc([N+](=O)[O-])c2)s1 (centres undefined) | 1.8 | -2.6
44 | O=C(Nc1ccc2c(c1)OCO2)c1cc(C2CCCCN2S(=O)(=O)Cc2ccccc2)on1 (centres undefined) | 9.0 | 1.0
45 | CC(=O)Nc1cccc(-c2cc(NC(C)=O)c3ncc(-c4ccc(F)cc4)n3c2)c1 | 1.8 | -1.5
46 | O=C(c1ccco1)N1N=C(c2ccccc2O)CC1c1cccs1 (centres undefined) | 1.7 | -3.8
47 | CC(C)(C)c1ccc(CC(=O)N2CCC2(C)C(=O)Nc2cccc3ccccc23)cc1 (centres undefined) | 3.2 | -1.6
48 | O=C(NCc1ccccc1Cl)c1ccc2sc([C@H]3C[C@H](O)[C@@H](CO)O3)nc2c1 | -3.2 | 1.0
49 | Cn1c(CCN2CCCC2)nc2cc(NS(=O)(=O)c3ccc(F)cc3)ccc21 | 1.0 | -5.3
50 | Cc1ccc(C(NC(=O)C2CCN(CCOc3ccc(Cl)cc3)CC2)c2ccccn2)cc1 (centres undefined) | 4.3 | -1.9
51 | Cc1ccc(NC(=O)C2(C)CCN2CCc2ccccc2)cc1O (centres undefined) | 1.3 | -2.1
52 | CC1(C(=O)NCC(F)(F)F)CCN1C(=O)Cc1ccc(-c2ccccc2)cc1 (centres undefined) | -7.4 | -1.9
53 | CCCNC(=O)C1(C)CCCN(C(=O)c2cccc(OC(F)(F)F)c2)C1 (centres undefined) | -2.5 | -1.0
54 | CCCS(=O)(=O)NC(=O)C1(C)CCN(C(=O)c2ccc(F)c(Cl)c2)C1 (centres undefined) | 18.4 | -2.7
55 | CNc1cncc(-c2cccnc2)n1 | -2.2 | 0.9
56 | O=C(NCc1ccccc1)[C@H]1CCCN1C(=O)[C@H]1CCCN1C(=O)c1ccccc1C(F)(F)F | -1.9 | -6.0
57 | C=C(C)Cn1c2ccc(NC(=O)NCc3ccc(F)cc3)cc2c(=O)n1C | 3.4 | -2.5
58 | Cc1c(COC(=O)NC(C)C)c(COC(=O)NC(C)C)c2n1CS(=O)(=O)C2 | 2.8 | -0.9
59 | Cc1cccc(CNC(=O)Nc2nnc([C@H]3C[C@H](O)[C@@H](CO)O3)s2)c1 | 0.3 | 0.8
60 | c1ccc(N2CCN(c3nccn4ccnc34)CC2)nc1 | -1.7 | 29.2
61 | Cc1nc(C(F)(F)F)ccc1C(=O)N1CCC1(C)C(=O)Nc1ccc2c(c1)OCO2 (centres undefined) | -1.4 | -4.6
62 | CCOC(=O)c1cc(OC)c2cccc(CN3CCCC(C)(C(=O)NCCOC)C3)c2c1 (centres undefined) | 2.4 | -3.6
63 | O=C(NCc1cccs1)C1C(=O)Nc2ccccc2C(=O)N1C1CCCC1 (centres undefined) | -2.1 | 1.5
64 | COc1ccc(C(C)=O)cc1CC1(C)C(=O)Nc2ccc(-c3ccccc3OC)cc21 (centres undefined) | 0.1 | -0.4
65 | COc1cc(F)ccc1-c1csc(C(C)(O)c2ccccc2)n1 (centres undefined) | -1.9 | -2.3
66 | CNc1cccc(-c2ccc(C(=O)N3CCOCC3)cc2)n1 | 0.9 | 0.1
67 | COC(=O)c1c(-c2ccc(OC)cc2)c2c(c3c4cc(OC)ccc4n(S(=O)(=O)c4ccc(C)cc4)c13)C(=O)N(C)C2 | -0.2 | -8.4
68 | Clc1ccccc1Nc1nc(NCc2cccs2)nc2ccsc12 | 5.9 | 17.8
69 | COc1ccccc1NC(=O)Nc1nnc([C@@H]2C[C@H](O)[C@@H](CO)O2)s1 | 1.7 | -0.1
70 | O=C(NCC1CC1)C1Cc2c(-c3ccc(Cl)cc3)ccnc2O1 (centres undefined) | -0.8 | -2.6
71 | CCOC(=O)C1CCC(=O)N1Cc1c[nH]c2ccccc12 (centres undefined) | -2.2 | -2.7
72 | Cc1ccc(S(=O)(=O)N2CC3C(=O)C[C@@H](c4ccccc4)N(S(=O)(=O)c4ccc(CCCOCCOCCNC(=O)OC(C)(C)C)cc4)C3CC2c2ccccc2)cc1 (some centres undefined) | -1.9 | -6.0
73 | O=C(Nc1ccccc1Cl)c1cc(C2CCCCN2C(=O)CCc2ccccc2)on1 (centres undefined) | 5.3 | -0.5
74 | COC(=O)C1=C(C)N(Cc2cccc(C(F)(F)F)c2)C(=NCc2ccc(OC)cc2)NC1c1cccc(Cl)c1 (centres undefined) | 36.8 | -17.0
75 | C=CCNc1nc(Nc2ccc(OC)c(OC)c2)c2sc(-c3ccccc3)cc2n1 | -0.7 | 5.2
76 | COc1ccc(C(N)c2csc(NC(=O)Nc3cccc(C(F)(F)F)c3)n2)cc1 (centres undefined) | -2.5 | -0.6
77 | O=C(Nc1nc2ccc([N+](=O)[O-])cc2s1)c1ccco1 | -3.4 | 52.3*
78 | CCOC(=O)C1(C)CCN1C(=O)c1cc(F)ccc1C (centres undefined) | 1.3 | -1.2
79 | COCc1cc(C)nc(OCC(=O)N/N=C/c2ccc(-c3cccc([N+](=O)[O-])c3)o2)c1C#N | 2.1 | -4.1
80 | c1ccc(N2[C@@H]3c4ccccc4C[C@H]2c2ccccc23)cc1 | -2.5 | -2.8

(list continues)
nr | Structure | NSD2 HMT inh | Wnt act
81 | O=C(Nc1ccccc1Cl)c1cc(S(=O)(=O)N2CCC3(CC2)OCCO3)ccc1F | -1.8 | -3.4
82 | CCOC(=O)C1CCCN(CC(=O)c2c[nH]c3ccc(C)cc23)C1 (centres undefined) | 2.3 | -0.2
83 | COc1ccccc1/C=N/N1C(=O)C(CC(=O)Nc2ccc([N+](=O)[O-])cc2OC)SC1=Nc1cccc(C)c1C (centres undefined) | 2.3 | -13.3
84 | COc1ccc(-c2ccc(C(=O)Nc3cccc(Oc4ccccc4)c3)c3occc23)c(C)c1 | -4.2 | -1.9
85 | CC1(C(=O)Nc2cccc3ccccc23)CCN1C(=O)Cc1ccc(Cl)cc1Cl (centres undefined) | 0.1 | -1.0
86 | CCCOc1ccc(F)cc1-c1cc(C(=O)NCc2ccccc2OC)[nH]n1 | -1.6 | -0.4
87 | CNc1ncnc2c1ncn2[C@H]1CN(Cc2cccs2)C[C@@H](CO)O1 | 3.9 | -2.7
88 | COc1ccccc1-c1ccc2c(c1)C(C)(Cc1ccc(Cl)c(Cl)c1)C(=O)N2 (centres undefined) | -1.4 | -19.0
89 | CCOC(=O)C1CCCN(C(=O)c2ccncc2)CC1 (centres undefined) | -1.1 | -0.8
90 | Oc1cccc(-c2csc(C(O)(c3ccccc3)C(F)(F)F)n2)c1 (centres undefined) | 0.8 | 2.2
91 | COc1ccc(CC(N)c2csc(Nc3ccc(S(C)(=O)=O)cc3)n2)cc1 (centres undefined) | 0.4 | -2.0
92 | CC1(C(=O)Nc2cnc3ccccc3c2)CCN1Cc1ccccc1OC(F)F (centres undefined) | -0.8 | -4.0
93 | Cc1ccc(Cl)cc1-c1cc(C(=O)Nc2ccc(F)cc2)[nH]n1 | -1.5 | -0.5
94 | CNC(=S)N(Cc1ccc(OC)cc1)C1CC(=O)N(c2ccc(C(=O)OC)cc2)C1=O (centres undefined) | -1.2 | -3.0

Screening results as filed in PubChem BioAssay.

Not all compounds are listed, so the mix of outcomes need not match the whole.
